Tn6 DDE FP – disrupts Tn6 cyclic peptide binding to fibrin D-Dimer-E complex | P02675 | Fibrin DD(E) TRITC-Tn6 fluorescence polarization displacement | AID 720509 | inhibition, % at 8.3 µM | hit rate 0.21% among 370,000;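 active means inhibition above a per-campaign cutoff: mean of compounds within control limits plus 3 SD, cut at about 15% in these data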;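 further: 0% = median of all compound wells on the plate and 100% = blocking peptide control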
ASAP1 inh – ASAP1 ArfGAP inhibition; Q9ULH1; ASAP1-stimulated ARF1 GTP hydrolysis, GDP FP detection; inhibition, % at 16.5 µM; hit rate 0.19% among 360,000; AID 624377; in the data active means inhibition above about 25%;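 further: 0% = vehicle with enzyme and substrate and 100% = no enzyme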
Tn7 DDE FP – inhibitors of Tn7 peptide binding to human fibrin DD(E); FP displacement of FITC-Tn7 peptide from fibrin DD(E); 0% = median of compound wells per plate; hit rate 0.13% among 370,000; inhibition, % at 8.3 µM; P02675;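 active means inhibition above the mean of compounds falling within the control limits plus 3 SD of them, cut at about 14% in these data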;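 further: 0% = plate median of compound wells and 100% = 10 µM Aha-Tn7 peptide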
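Test system: human clot-derived fibrin DD(E) complex / Quantity: 2 µM final DD(E) protein / Incubation: 10 min plus 3 h, room temperature / Measured by: fluorescence polarization / Benchmarks: high control of 10 µM Aha-Tn7 peptide / Replicates: singlicate testing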
LEDGF integ inh – blocks HIV-1 LEDGF/p75-dependent DNA integration | TR-FRET IN-LEDGF/p75 DNA integration, Eu/Cy5 | inhibition, % at 3.7 µM | hit rate 0.64% among 370,000;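 active means inhibition above the screen-wide mean plus 3 SD, cut at about 13% in these data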;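 further: signal is the Cy5 over europium emission ratio at 671 and 618 nm; 0% = plate median of compound wells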
ADAM17 inh – inhibits human ADAM17; P78536; hit rate 0.83% among 370,000; recombinant ADAM17, EDANS/DABCYL FRET peptide cleavage; inhibition, % at 6.95 µM;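 active means inhibition above the mean of compounds lying between control limits plus 3 SD, set per campaign, cut at about 8.5% in these data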;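 further: 0% = DMSO-only wells as the low control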
PLC-gamma1 inh – inhibitors of human phospholipase C gamma1; P19174; purified PLC-gamma1, fluorogenic substrate, fluorescence; inhibition, % at 12.2 µM; hit rate 0.84% among 370,000; AID 720700; in the data active means inhibition above about 9.5%
TDP2 absorb – blocks human TDP2 phosphodiesterase activity; O95551; recombinant TDP2, T5PNP hydrolysis, p-nitrophenol absorbance 415 nm; inhibition, % at 12.8 µM; hit rate 0.34% among 370,000; AID 720702;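 active means inhibition above the mean of all tested compounds plus 3 SD, set per campaign, cut at about 25% in these data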;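 further: 0% = DMSO with enzyme and 100% = buffer with substrate but no TDP2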
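System – recombinant human TDP2 · Quantity – TDP2 enzyme at 120 nM final · Doses – single concentration, 12.8 µM nominal, with 1% DMSO · Incubation – 2 h at 37 °C · Measured by – epi absorbance of p-nitrophenol freed from T5PNP by hydrolysis · Read-out – % inhibition relative to enzyme-containing and enzyme-free wells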
proKLK7 act – activators of human kallikrein-7 zymogen; P49862; purified proKLK7, EDANS-DABCYL substrate fluorescence; 100% is mature enzyme control, 0% vehicle; activation, % at 7 µM; hit rate 0.9% among 370,000;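 active means activation above the mean of all tested compounds plus 3 SD, computed per campaign excluding outliers beyond control limits, cut at about 13% in these data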
ADAM10 inh – inhibitors of human ADAM10. O14672. recombinant ADAM10, EDANS/DABCYL FRET peptide cleavage, 3 h. inhibition, % at 7 µM. hit rate 0.62% among 370,000. AID 720582;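 active means inhibition above a per-campaign cutoff equal to the mean of compounds falling between control-based bounds plus 3 SD, cut at about 20% in these data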;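 further: 0% = DMSO wells while the 100% control is not disclosed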
ARFGAP1 inh – inhibits rat ARF GTPase activating protein 1; Arfgap1-stimulated ARF1 GTP hydrolysis, GDP FP detection; inhibition, % at 16.5 µM; hit rate 0.26% among 360,000; Q62848; AID 651572;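 active means inhibition above a per-plate limit, mean inhibition of low control wells plus 3 SD, cut at about 25% in these data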;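 further: 0% = DMSO wells with enzyme and 100% = wells lacking Arfgap1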
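system = rat Arfgap1 catalytic domain, aa 1-136 | technique = FP, GDP Alexa 633 tracer displaced from anti-GDP antibody, 620/688 nm | compound = one concentration, 16.5 µM, DMSO 1.26% | medium = HEPES-based buffer, pH 7.5 | timing = compound-enzyme preincubation 20 min, reaction 120 min, detection 60 min, 25 °C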
Numbers without * were called inactive; . = not tested or not shown; & = joins results of further samples.

Molecule | Tn6 DDE FP | ASAP1 inh | Tn7 DDE FP | LEDGF integ inh | ADAM17 inh | PLC-gamma1 inh | TDP2 absorb | proKLK7 act | ADAM10 inh | ARFGAP1 inh
CN(CC(=O)Nc1c(F)cccc1F)Cc1cccs1 | 6 | -16 | -1 | 0 | -3 | -2 | 4 | -0.3 | -9 | -9
N#CCN1C(=O)C2CCCN2c2ccc(S(=O)(=O)N3CCOCC3)cc21 (centres undefined) | -2 | -6 | 2 | 0 | -8 | -26 | -4 | -0.2 | -11 | 4
COc1ccc(-c2c(C#N)c(SCC(N)=O)nc3c2CCCC3)cc1 | 4 | 6 | 3 | 5 | 3 | -4 | -8 | -0.3 | 3 | -3
Cc1cc(NC2C3CC4CC(C3)CC2C4)n2ncnc2n1 (centres undefined) | 5 | -8 | 4 | -4 | -3 | -2 | -9 | -0.3 | -12 | 4
CCSc1nnc([C@H](Cc2c[nH]c3ccccc23)NC(=O)OC(C)(C)C)o1 | -2 | 3 | -5 | -1 | 2 | 5 | -17 | 0.2 | 6 | -10
CCN1CCN(c2ccc(NC(=O)c3ccc4c(c3)[nH]c(=O)n4Cc3ccc(OC)cc3)cc2)CC1 | -4 | 8 | -4 | 1 | 2 | 2 | 2 | -0.2 | 4 | 3
COc1ccc(C(=O)Nc2ccc(S(=O)(=O)N3CCOCC3)cc2)cc1[N+](=O)[O-] | 0 | 2 | -10 | 0 | -6 | -1 | 17 | 0.2 | 2 | -10
CC1CCCN(C(=O)COc2ccc(-c3ccccc3)cc2)C1 (centres undefined) | 5 | -3 | 2 | 0 | 3 | 2 | -11 | 0.0 | -1 | 6
CCC(C)[C@H](NS(=O)(=O)c1ccc(C)cc1)C(=O)N1CCC(C(=O)N[C@@H](Cc2ccccc2)C(=O)O)CC1 (some centres undefined) | 3 | 5 | -4 | -2 | 0 | -6 | -13 | -0.1 | -31 | -2
O=C(Nc1ccc2c(c1)OCCO2)C1CCN(c2cnccn2)CC1 | 3 | -1 | -3 | -9 | -8 | -16 | -3 | 0.6 | -34 | 0
O=C(OCc1csc(-c2ccccc2)n1)c1ccc(O)cc1 | 7 | -8 | -1 | -5 | -1 | 1 | 15 | -0.1 | -5 | 1
Cc1c(C=O)n(C)n(-c2ccccc2)c1=O | -3 | -2 | -1 | -2 | -5 | -1 | -5 | -0.2 | -8 | 4
O=C1CCC(=O)N1CNc1cccnc1 | 2 | -1 | -2 | 4 | 2 | 6 | -16 | 0.0 | 2 | 13
CC1Cn2c(nnc2-c2cccc(N)c2)S1 (centres undefined) | 7 | 3 | -4 | 6 | -10 | -1 | -6 | 0.6 | -37 | 5
C/C(=N\NC(=O)CSc1nc2ccccc2s1)c1cccnc1 | 1 | 1 | -5 | 4 | -1 | 1 | -2 | 0.1 | 5 | -8
CC(C)Oc1ccc(C(CC(=O)O)NC(=O)C(Sc2ccccc2)c2ccccc2)cc1 (centres undefined) | -11 | -5 | 1 | -2 | -4 | -3 | -5 | 0.1 | -3 | -9
O=c1c2ccccc2ncn1-c1ccc(Cl)cc1 | 0&-2 | -2&0 | 0&-1 | -1&4 | -2&6 | -1&2 | 2&-14 | 0.4&0.3 | -4&-1 | 5&0
COCCn1c(SCC(=O)Nc2ccc(Cl)cn2)nc2ccccc21 | -5 | 7 | 5 | -2 | -3 | 1 | 2 | 0.3 | -3 | 12
Cc1ccc(-n2c(SCC(=O)c3ccc(O)c(O)c3)nnc2-c2ccccc2)cc1 | 8 | . | 0 | 11 | 5 | 2 | -3 | 0.3 | 16 | .
Cc1cc(-c2nnc(SCC(=O)Nc3ccc(C(F)(F)F)cc3)n2C)no1 | -3 | 5 | -1 | 3 | 0 | 1 | 0 | 0.0 | 6 | 0
COCCn1c(SCC(=O)NNC(=O)c2ccccc2)nc2ccccc2c1=O | -1 | -7 | -6 | 6 | 1 | 4 | -15 | -0.4 | 12 | -4
O=C(NNc1ccccc1)c1ccc(Cl)c(Cl)c1 | 0 | -6 | 1 | -3 | -3 | -3 | 6 | 0.5 | -1 | 3
O=C(COc1cccc(-n2cnnn2)c1)NC1CCCCC1 | -2 | 1 | -4 | 2 | 6 | 9 | -15 | -0.1 | 2 | 1
CC(=O)c1ccc(N2CCN(CC(=O)Nc3ccccc3N3CCOCC3)CC2)cc1 | -4 | 2 | -4 | -3 | -6 | -2 | 8 | 0.1 | -11 | 1
Cc1cccc(-n2c(=O)cc(N3CCN(c4ccc(F)cc4)CC3)[nH]c2=O)c1 | 5 | 8 | -2 | 0 | -1 | -1 | 3 | 0.1 | -11 | 3
Cc1ccc(S(=O)(=O)NCCN2CCOCC2)c(C)c1 | -4 | 10 | 2 | -2 | -2 | 2 | -11 | 0.1 | -2 | -6
COc1cc(NC(=O)C(C)N2CCN(C(=O)C3CC3)CC2)cc(OC)c1 (centres undefined) | -2 | -10 | -3 | 1 | -2 | -2 | 9 | -0.3 | -5 | -22
O=C(Nc1cccc(Cl)c1)c1ccc2c(c1)OCCO2 | 1 | -9 | 8 | 0 | 0 | 1 | -9 | 0.5 | 0 | -8
COc1ccc(CCCNC(=O)C2CCC(=O)N(Cc3ccccc3F)C2)cc1 (centres undefined) | 3 | 0 | 6 | -4 | -5 | 3 | 7 | -0.7 | -5 | 3
CC(NC(=O)C(=O)N1CCOCC1)C(c1cccs1)N1CCN(c2ccccc2)CC1 (centres undefined) | 6 | 7 | -2 | -2 | -1 | -2 | -3 | -0.4 | -12 | 1
COc1ccc([N+](=O)[O-])c(OC)c1C(=O)NC(=O)Nc1c(F)cc(F)cc1F | 2 | 2 | 0 | 1 | -1 | 1 | -18 | 0.8 | 7 | -2
COc1ccc(CNC(=O)C(C)n2nc(C)n3c(cc4occc43)c2=O)cc1 (centres undefined) | 4 | 0 | -1 | 6 | -2 | -3 | 14 | 0.3 | -11 | 5
CCCc1cc(=O)[nH]c(SCC(=O)Nc2ccc(Br)cc2)n1 | -8 | -11 | -3 | -2 | -3 | -2 | 11 | 0.4 | 2 | -11
COC(=O)c1sc(-c2ccc(Cl)cc2)cc1NC(=O)COCC(=O)O | -4 | -11 | -7 | -1 | -19 | -6 | 9 | 0.2 | -53 | -15
Cc1cccc(Nc2nc(NC(C)C)nc(Oc3ccc(=O)n(C)n3)n2)c1 | 11 | -14 | 0 | 0 | -2 | 1 | 3 | 0.4 | 0 | 5
Cc1ccc(OCC(=O)Nc2ccc(N3CCN(C(=O)c4ccco4)CC3)cc2)c(C)c1 | -2 | -5 | 0 | 1 | -3 | -1 | 17 | 0.0 | 4 | 0
Cc1ccc(C)c(N2CCN(c3ccc(N4C(=O)COCC4=O)cc3[N+](=O)[O-])CC2)c1 | -1 | -3 | -9 | 1 | 2 | 0 | -7 | 0.9 | 5 | -5
O=C(NC1CCCC1)C(c1ccc(Cl)cc1)N1CCN(C2CCCCC2)CC1 (centres undefined) | 0 | 3 | 3 | -2 | -9 | 0 | -2 | -0.1 | -5 | 3
O=S(=O)(Nc1cccc(-c2ccc(N3CCCCCC3)nn2)c1)c1ccccc1Cl | 10 | 0 | 3 | -3 | 0 | -4 | 6 | 0.9 | 7 | -10
COc1ccccc1-c1c(C(F)(F)F)oc2cc(OCC(=O)Nc3ccccc3C(F)(F)F)ccc2c1=O | 5 | 6 | -2 | 1 | -3 | 2 | 8 | -0.2 | -6 | -1
O=C(COc1ccccc1)NC1CCCCC1 | 2 | -1 | 1 | 3 | -2 | 1 | 1 | 0.4 | 2 | -7
CCOC(=O)c1c(S(=O)(=O)NCC(=O)NCc2cccc(C)c2)c(C)n(C)c1C | 3 | -3 | 7 | -4 | -3 | 1 | -5 | -0.8 | 5 | 0
CCCCCC(=O)Nc1cccc(C2=NOC3(C2)C[C@@H](C(N)=O)N(C(=O)c2cc([N+](=O)[O-])cc([N+](=O)[O-])c2C)C3)c1 (some centres undefined) | -2 | 6 | 2 | 2 | -1 | 2 | 5 | 0.0 | 9 | 5
COC(=O)[C@H](C)N(Cc1ccc(Cl)c(Cl)c1)S(=O)(=O)CCN1CCN(c2ccccc2)CC1 | -7 | 16 | -7 | 5 | 2 | 2 | -3 | -0.1 | -1 | 5
COc1ccc(CCNC(=O)c2ccc(Cl)cc2)cc1 | -1 | -4 | 5 | 2 | -1 | 2 | 1 | 0.1 | 1 | -2
Cn1nc(-c2ccccc2)c(N2CCCCC2)cc1=O | 1 | -13 | 0 | 2 | -2 | 0 | -7 | 0.6 | -3 | -4
Cc1onc(-c2ccccc2)c1C(=O)N1CCN(S(=O)(=O)c2ccc(Cl)cc2)CC1 | -3 | -8 | 2 | 0 | -4 | -298 | -13 | -0.1 | -8 | 18
COc1cc(NC(=O)Nc2nc(C(N)CCc3ccccc3)cs2)cc(OC)c1OC (centres undefined) | -7 | 3 | 1 | -2 | 0 | 3 | -1 | 0.3 | 2 | 7

Quoted from the listing:
Under proKLK7 act, Cc1ccc(C)c(N2CCN(c3ccc(N4C(=O)COCC4=O)cc3[N+](=O)[O-])CC2)c1 has 0.9
Under ARFGAP1 inh, CCCCCC(=O)Nc1cccc(C2=NOC3(C2)C[C@@H](C(N)=O)N(C(=O)c2cc([N+](=O)[O-])cc([N+](=O)[O-])c2C)C3)c1 (some centres undefined) has 5

Later entries.
Molecule | Tn6 DDE FP | ASAP1 inh | Tn7 DDE FP | LEDGF integ inh | ADAM17 inh | PLC-gamma1 inh | TDP2 absorb | proKLK7 act | ADAM10 inh | ARFGAP1 inh
Cc1ccc(Nc2ccc(C(=O)O)cc2N)cc1 | 2 | 3 | 8 | 2 | -61 | -60 | -14 | -51 | -135 | 9
COc1ccc(N(CC(=O)N2CCc3ccccc32)S(=O)(=O)c2c(C)n[nH]c2C)cc1 | 4 | -7 | 2 | -2 | 3 | 0 | 2 | 0.2 | 10 | -2
CC1CC(C)CN(S(=O)(=O)c2ccc(C(=O)Nc3sccc3C(N)=O)cc2)C1 (centres undefined) | 6 | 0 | 11 | -2 | 1 | -13 | -7 | -46 | 2 | 8
Cc1ccc(C)c2sc(NC(=O)c3ccc(N4CCCCC4)c([N+](=O)[O-])c3)nc12 | 1 | -2 | 2 | -1 | 2 | 1 | -4 | 0.4 | 3 | -2
COc1ccc(CNC(=S)Nc2ccc(S(N)(=O)=O)cc2)cc1 | 8 | 3 | 8 | -5 | -5 | 2 | 43* | -0.8 | 1 | -6

Screening data deposited in PubChem BioAssay by The Scripps Research Institute Molecular Screening Center.
